Screening data as filed in PubChem BioAssay.
hERG WT inh – qHTS for Inhibitors of KCHN2 3.1: Wildtype qHTS. U2OS, BacMam KCNH2, thallium flux FluxOr; hits give low values. AID 720551, 2013. activity change, % at 1.84 µM. 0.37% of 340,000 active. Voltage-gated inwardly rectifying potassium channel KCNH2 (Homo sapiens), Q12809;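 active = maximum activity change below -70%; inconclusive = maximum activity change between -70% and -50%; inactive = maximum activity change above -50%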; also: % is scaled to controls: 0 for no effect and ±100 for the full control effect
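U2OS cells were transduced with wild-type KCNH2 virus (2.03 x 10^8 / mL) for 4 h at room temperature, then cultured overnight at 37 C. Thallium flux was read with FluxOr dye. Rate constants were normalized to DMSO controls.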
S-ASM inh – Inhibitors of Secretory Acid Sphingomyelinase (S-ASM): qHTS | placental ASM, HMU-PC fluorogenic substrate, 60 min | Potency, µM (titrated, usually from 57.5 µM), for the others: top-dose activity change, negative = inhibition, usual class: inhibitors | 0.006% of 340,000 active | AID 504937, 2011; also: potency is read from the fitted curve at half-maximal effect
Target sequence (P17405 47-631 limits assumed): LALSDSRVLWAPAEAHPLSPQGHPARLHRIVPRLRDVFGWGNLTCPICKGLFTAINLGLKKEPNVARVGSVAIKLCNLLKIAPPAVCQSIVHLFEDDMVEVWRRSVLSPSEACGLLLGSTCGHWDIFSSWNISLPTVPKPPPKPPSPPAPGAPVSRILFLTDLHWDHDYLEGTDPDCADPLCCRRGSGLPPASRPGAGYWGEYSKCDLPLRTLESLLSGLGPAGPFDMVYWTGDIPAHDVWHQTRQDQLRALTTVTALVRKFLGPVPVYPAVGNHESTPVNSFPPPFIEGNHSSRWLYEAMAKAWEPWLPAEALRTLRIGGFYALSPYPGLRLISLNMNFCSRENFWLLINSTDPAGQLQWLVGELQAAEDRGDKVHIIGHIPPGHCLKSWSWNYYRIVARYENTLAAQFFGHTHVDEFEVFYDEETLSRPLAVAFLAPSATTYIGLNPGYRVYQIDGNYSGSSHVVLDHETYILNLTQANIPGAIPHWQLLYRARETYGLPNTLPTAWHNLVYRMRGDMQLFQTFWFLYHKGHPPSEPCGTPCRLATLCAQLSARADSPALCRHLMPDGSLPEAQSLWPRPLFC
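Human placenta-derived ASM preincubated with compound 10 min at room temperature, then reacted with 9 uM (final) fluorogenic HMU-PC substrate for 60 min at 37 C. Stop solution raises pH to 10; fluorescence read at Ex 386/Em 447 nm.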
KCNH2 3.1 block – qHTS for Inhibitors of KCHN2 3.1: Mutant qHTS; Potassium voltage-gated channel subfamily H member 2, brain isoform KCNH2 3.1 (human); U2OS KCNH2 3.1, thallium flux FluxOr; hits give low values; activity change, % (tested at about 1.8 µM); 0.95% of 340,000 active; AID 720553, 2013;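 active = maximum activity change below -70%; inconclusive = maximum activity change from -70% to -50%; inactive = maximum activity change above -50%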;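 also: thallium influx rate constant from kinetic fluorescence after stimulation buffer; % is scaled to controls: 0 for no effect and ±100 for the full control effect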
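Virally transduced U2OS (3.1 isoform, 4 h infection in dark at RT) → overnight 37 C → FluxOr + Red40 in HBSS/HEPES, 45 min → stimulation buffer, 2 min kinetic read → rate constant vs DMSO controls.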
a7 integrin act – qHTS for Activators of Integrin-Mediated Alleviation for Muscular Dystrophy. 0.064% of 350,000 active. alpha7betagal myoblasts, beta-gal FDG fluorescence, 48 h. Potency, µM (top dose mostly 38.3 µM), inactives show at the top dose activation, actives largely listed as activators;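 also: potency is read from the fitted curve at half-maximal effect; 100% = response of the positive control SU9516; nearly all actives have a fitted effect of over 60% in size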
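Alpha7betagal+/- myoblasts (passage 13) were plated 16-24 hr, then exposed to compounds (1:260 dilution of DMSO stock) for 48 hours at 37C. After MPER lysis, β-galactosidase reporter activity was read as FDG fluorescence (ex 480/em 540) after 30 minutes.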
MLL CXXC-DNA inh – qHTS Fluorescence Polarization Assay for Inhibitors of MLL CXXC domain - DNA interaction; Histone-lysine N-methyltransferase 2A (Homo sapiens), Q03164; MLL-CXXC / FITC-HOXA9 DNA fluorescence polarization; Potency, µM (highest dose often 115 µM), for the others: at the top dose activity change, negative = inhibition, actives largely listed as inhibitors; 0.037% of 290,000 active; active = well fitted inhibition curve with a large enough effect in the polarisation, with a control signal flat, not every such curve was filed as active; inconclusive = small, poorly fitted or top-dose-only effect, or effect the other way, or a change in a side signal; inactive = no such curve, though single readings can be large or run the other way; the % refers to the polarisation; also: potency is read from the fitted curve at half-maximal effect
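Purified MLL-CXXC (added from a 7 uM solution) was preincubated 5 min at ambient with pinned compounds in 50 mM Tris-HCl pH 7.5, 50 mM NaCl, 1 mM DTT, 0.05% BSA. Fluorescein-labeled HOX-A9 DNA (50 nM solution) followed, 30 min, then polarization read.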
MBNL1-CUG inh – qHTS Assay for Inhibitors of MBNL1-poly(CUG) RNA binding; Muscleblind-like protein 1 (Homo sapiens), Q9NR56; TR-FRET MBNL1-His/biotin-(CUG)12 binding, 665/545 ratio; Potency, µM (highest dose often 57.5 µM), without a hit: at the top dose activity change, negative = inhibition, most hits filed as inhibitors; 0.036% of 280,000 active; AID 2675, 2010; active = well fitted inhibition curve with a large enough effect in the signal ratio, with a control signal flat, not every such curve was filed as active; inconclusive = small, poorly fitted or top-dose-only effect, or effect the other way, or a change in a side signal; inactive = no such curve, though single readings can be large or run the other way; the % refers to the signal ratio; also: potency is read from the fitted curve at half-maximal effect; % is scaled to controls: 0 for no effect and ±100 for the full control effect
Target sequence (Q9NR56 whole entry, looked up): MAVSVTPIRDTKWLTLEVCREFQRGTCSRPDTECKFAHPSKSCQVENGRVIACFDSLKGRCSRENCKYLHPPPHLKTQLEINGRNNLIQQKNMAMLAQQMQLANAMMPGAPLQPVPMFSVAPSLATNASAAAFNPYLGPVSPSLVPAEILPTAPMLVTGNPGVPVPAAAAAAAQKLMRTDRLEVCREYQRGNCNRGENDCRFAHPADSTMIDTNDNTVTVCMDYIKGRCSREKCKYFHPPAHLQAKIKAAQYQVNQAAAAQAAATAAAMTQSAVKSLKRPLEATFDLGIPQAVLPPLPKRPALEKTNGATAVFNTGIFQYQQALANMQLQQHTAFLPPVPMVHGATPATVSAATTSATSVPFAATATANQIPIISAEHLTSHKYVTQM
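TR-FRET readout: Ex 340 nm, 665/545 nm emission ratio, normalized to buffer-only (basal) and MBNL1-(CUG)12 controls. Complex of MBNL1-His with Biotin-(CUG)12, compounds 92 nM–58 uM, incubated 60 min at room temperature.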
AT treatment – qHTS Assay for Identifying a Potential Treatment of Ataxia-Telangiectasia | […] A-T fibroblasts, KAP-1 phosphorylation AlphaLISA; neocarzinostatin DNA damage 30 min before lysis | Potency, µM (titrated, usually from 57.5 µM), inactives show at the top dose activation, hits mostly activators | 0.19% of 320,000 active | AID 485349, 2010; also: potency is read from the fitted curve at half-maximal effect; % of control where 0% means no effect; nearly all actives have a fitted effect of over 45% in size
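hTERT-immortalized A-T patient fibroblasts ([…]), 500 cells/well in OPTI-MEM, 1% FBS, got compounds for 60 min, then NCS for 30 min at 37C. Lysates were then assayed for phospho-KAP-1 by AlphaLISA (anti-pKAP1 donor, anti-KAP1 acceptor beads), 6 hr at 25C.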
Coupling enz – qHTS Assay for Inhibitors of Fructose-1,6-bisphosphate Aldolase from Giardia Lamblia: Coupling assay counterscreen. coupling enzyme system counterscreen, AmpLite Red fluorescence. 0.67% of 290,000 active. AID 2472, 2010. activity change, negative = inhibition, % at 58.2 µM, hits read low; in the data active = activity change below about -30%; also: % is scaled to controls: 0 for no effect and ±100 for the full control effect
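Fluorescence at 525 nm excitation and 598 nm emission measured inhibition of the coupled detection system without aldolase. Compounds (at 57.5 uM final) were preincubated 10 min at room temperature with coupling enzyme reagent before a 20 min substrate/AmpLite Red step.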
GALK inhibitor – qHTS Assay for Inhibitors of Human Galactokinase (GALK); P51570; Purified GALK, Kinase-Glo residual ATP luminescence; Potency, µM (top dose mostly 57.5 µM), for inactives: at the top dose activity change, negative = inhibition, actives largely listed as inhibitors; 0.007% of 270,000 active; AID 1868, 2009; also: potency is read from the fitted curve at half-maximal effect; % is scaled to controls: 0 for no effect and ±100 for the full control effect
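5 nM enzyme, 35 uM ATP, 100 uM galactose, 20 mM HEPES pH8.0, 5 mM MgCl2; 1 h RT; residual ATP by Kinase-Glo Plus luminescence, qHTS format.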
TRPV1 ag – HTS Assay for Compounds that Act as Agonists of the Vanilloid Receptor 1. TRPV1-expressing cells, Fluo-8 calcium influx, agonist mode. activation, % at 8.33 µM. 0.19% of 320,000 active; in the data active = activation above about 80%; inconclusive = between about 30% and that limit; also: 0% is about no effect
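Cells expressing TRPV1 were dye-loaded with Fluo-8 and read kinetically: 10 s baseline, 3 min after compound (agonist portion), then 2 min after EC20 capsaicin (allosteric enhancer portion). Calcium-bound dye fluorescence at 480/520 nm.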
Numbers without * were called inactive; i = inactive; u = inconclusive; x = not tested or not shown; [ ] = dose if it differs, or a comment. Unless noted, calls follow the shape of the dose curve; as a rule, active = well fitted curve in the direction sought with a large enough effect; inconclusive = small, poorly fitted or top-dose-only effect, or another doubt; inactive = no such curve, though single readings can be large; an effect the other way counts as inactive or inconclusive.

SMILES | hERG WT inh | S-ASM inh | KCNH2 3.1 block | a7 integrin act | MLL CXXC-DNA inh | MBNL1-CUG inh | AT treatment | Coupling enz | GALK inhibitor | TRPV1 ag
COc1cc(OC)cc(-c2nc(-c3ccccc3OC)no2)c1 | -17 | 0% | 3 | -7% | -7% | 33%[activator] | 5% | -1 | -1% | -4
CCOC(=O)c1c(CN2CCCCC2)n(C)c2cc(Br)c(O)cc12 | 10 | -1% | -26 | -7% | 3% | -1% | 3% | -1 | 2% | -2
Cn1cc(Br)c(-c2cccc(NC(=O)CCCC(=O)O)c2)n1 | 14 | 0% | 15 | 2% | -4% | -1% | 7% | 12 | x | 2
Cc1ccc(S(=O)(=O)NC(=O)Nc2ncc3c(n2)CC(c2ccco2)CC3=O)cc1 (configuration not stated) | -20 | 0% | 51 | -22% | 8% | -9% | 0% | 0 | 2% | 2
COC(=O)c1ccccc1NC(=O)CSc1nnc(-c2ccncc2)o1 | -1 | 3% | -3 | 2% | 2% | -16% | 0% | 1 | 1% | 12
Cc1ccccc1NC(NC(=O)c1cccs1)C(Cl)(Cl)Cl (configuration not stated) | -4 | -16% | -3 | -9% | 2% | 0% | -8% | 0 | -7% | u
CCN1CCN(C(=O)CN(C)S(=O)(=O)c2ccc3ccccc3c2)CC1 | 14 | -1% | 8 | 5% | 9% | 1% | -1% | 1 | 13% | 2
CC[C@@]1(O)C(=O)OCc2c1cc1n(c2=O)Cc2cc3c(CN(C)C)c(O)ccc3nc2-1 | 1 | 89%[activator] | -1 | x | 45µM* | x | x | -4 | x | x
O=C(Cc1cccc2ccccc12)N/N=C/C=C/c1cccc([N+](=O)[O-])c1 | -12 | -7% | -11 | -29% | 4% | 1% | -2% | -2 | 0% | 2
O=[N+]([O-])c1ccc2c(c1)N([O-])C1(CCCCC1)[N+]2=O | 12 | -6% | 6 | 4% | -26% | u | -1% | -51* | 7% | 0
O=C(COC(=O)c1ccc2c(c1)OCO2)Nc1ccccc1F | -5 | 0% | -4 | 10% | x | x | -10% | x | x | 0
N#C/C(=C\c1cccnc1)C(=O)Nc1ccccc1[N+](=O)[O-] | -5 | 0% | 0 | -5% | -1% | 1% | 7% | x | -1% | 19
COc1cccc(NC(=O)NCc2ccccc2F)c1 | 3 | 2% | -5 | -31% | 3% | -4% | 2% | -2 | -2% | u
CC1CCN(c2ccc3c(c2)S(=O)(=O)c2cccc(C(=O)NC4CCCCC4)c2C3=O)CC1 | -1 | -12% | -4 | 8% | x | x | 5% | x | x | u
CCc1nnc(NC(=O)CSc2nnc(COc3ccccc3)n2Cc2ccccc2)s1 | -1 | -1% | 4 | -31% | 23% | -20% | -6% | 3 | -8% | x
COc1ccc(C(=O)NCC(=O)OCC(=O)NC(=O)c2ccc(C(C)(C)C)cc2)cc1OC | -5 | -7% | -4 | -23% | x | x | -6% | x | x | -1
COc1ccc(C2CCCN2C(=S)Nc2ccc(C)cc2C)cc1OC (configuration not stated) | -11 | -1% | 6 | 1% | 1% | -4% | -6% | 2 | 1% | -3
CCn1c(SCc2nc3ccccc3nc2C)nnc1-c1cccs1 | 3 | -2% | -5 | -15% | -1% | 6% | 0% | -2 | -1% | 4
COc1ccc(/C=N/NC(=O)c2cc(O)c(O)c(O)c2)cc1Cn1cc([N+](=O)[O-])cn1 | -13 | u | 7 | 0% | 25% | u | -1% | -24 | -1% | -1
CC(=O)Nc1ccc(S(=O)(=O)NNC(=O)c2sc(=S)n(C)c2C)cc1 | -3 | 4% | -8 | -5% | -6% | 10% | 6% | -2 | 1% | 2
COC(=O)C1=C(C)N=C2SC(C)C(=O)N2C1c1cccc(F)c1 (configuration not stated) | 28 | 13% | -26 | 20% | -5% | -16% | -4% | 0 | 2% | -1
Cc1cc(C)nc(NC(=O)CSc2nn(C)c(=S)s2)n1 | 2 | 1% | -18 | 21% | -6% | 2% | -5% | 1 | 1% | 2
Cc1cccc(C)c1OC(=O)CCN1C(=O)C2C3C=CC(C4CC34)C2C1=O (configuration not stated) | i | 0% | 13 | -22% | 45%[activator] | -2% | 2% | -7 | 9% | 9
CC1CN(S(=O)(=O)c2ccc(CN3C(=O)c4cccnc4C3=O)cc2)c2ccccc2O1 (configuration not stated) | -1 | -6% | -7 | 0% | 9% | 1% | 8% | -3 | 0% | -1
CC1CC(NS(=O)(=O)c2cccs2)CC(C)(C)C1 (configuration not stated) | 13 | -4% | -32 | 27% | -20% | -4% | -9% | 4 | -1% | 23
Going on with the list.
SMILES | hERG WT inh | S-ASM inh | KCNH2 3.1 block | a7 integrin act | MLL CXXC-DNA inh | MBNL1-CUG inh | AT treatment | Coupling enz | GALK inhibitor | TRPV1 ag
COc1cc(NC(=O)NCCN2CCN(c3ccc(Cl)cc3)CC2)ccc1C | -38 | -5% | -82* | -36% | 2% | -5% | -11% | 2 | -2% | 14
Cc1cn2c(=O)c(C(=O)N3CCN(c4ccccc4)CC3)cnc2s1 | -2 | -2% | 2 | u | x | x | -4% | x | x | 0
O=C(NCc1cccs1)c1ccc(Cl)c(S(=O)(=O)N2CCCC2)c1 | -13 | -3% | 8 | 23% | -4% | 0% | x | 1 | 3% | 4
CSCC[C@H](NC(=O)c1ccc2c(c1)OCO2)c1nnc2ccccn12 | 0 | -2% | -13 | 15% | 4% | -4% | 5% | -1 | 1% | -2
O=C1ON=C(c2ccccc2)/C1=C\c1ccco1 | -1 | 6% | -13 | 3% | u | x | -9% | 0 | -2% | 1
CN1CCN(C(=O)Nc2ccc3c(c2)N(C)C(=O)c2ccccc2S3)CC1 | 6 | 1% | -7 | -3% | -1% | 4% | 0% | -1 | -4% | 3
COc1ccc(CC(=O)Nc2ccc(-c3nnc(-c4ccccc4)o3)cc2)cc1OC | 34 | 1% | 2 | 14% | 8% | -6% | 17% | 7 | 3% | x
COC(=O)c1ccc(Cl)c(NC(=O)NC23CC4CC(CC(C4)C2)C3)c1 | -4 | -6% | -3 | 3% | -19% | -3% | -3% | -2 | -3% | 2
Cn1c(SCC(=O)Nc2nccs2)nnc1C1CC1 | -17 | 3% | 17 | 9% | -2% | 0% | 6% | 0 | 3% | -5
CCn1c(SCC(=O)Nc2ccc3c(c2)oc2ccccc23)nnc1-c1ccc(N)cc1 | -1 | -3% | -7 | -35% | 29% | -2% | -5% | 0 | -3% | 1
Cc1ccc(N(C)C(=O)C2CCN(S(=O)(=O)c3ccc4c(c3)oc(=O)n4C)CC2)cc1 | -10 | -2% | 7 | -12% | -21% | -6% | 2% | 0 | 2% | 7
COC(=O)[C@H](CC(C)C)NC(=O)N1CCCCC1C (some centres not stated) | 2 | -1% | -24 | 4% | -3% | -7% | -2% | -1 | 1% | 3
CCN(C(=O)COc1nc(C)cc(C)c1C#N)c1ccccc1 | -15 | -1% | -5 | 16% | 6% | 2% | 0% | 2 | -2% | 4
COc1ccc(C(=O)OCC(=O)c2ccc(Br)s2)c(OC)c1 | 3 | -2% | -6 | 9% | x | x | 10% | x | x | 22
CCNNC(=O)C(O)(c1cccc(C)c1)c1cccc(C)c1 | 1 | 1% | 16 | -7% | 6% | -6% | 6% | 1 | 0% | 0
CCOc1ccccc1-n1nnnc1SCC(=O)NC(=O)Cc1ccccc1 | -16 | 2% | -11 | 8% | x | x | -4% | x | x | -5
Cc1ccc(S(=O)(=O)N2CCN(S(=O)(=O)c3ccccc3)C2)cc1 | -3 | 2% | 23 | -2% | -1% | -4% | x | -10 | 1% | 0
CCOc1cc(C(N)=O)cc(Cl)c1OCc1ccccc1 | 2 | -12% | -4 | 6% | -11% | -5% | 5% | -1 | 0% | -3

Profiles, looked up by structure. Order of screens: hERG WT inh	S-ASM inh	KCNH2 3.1 block	a7 integrin act	MLL CXXC-DNA inh	MBNL1-CUG inh	AT treatment	Coupling enz	GALK inhibitor	TRPV1 ag
CN1CCN(C(=O)Nc2ccc3c(c2)N(C)C(=O)c2ccccc2S3)CC1 in the list: 6	1%	-7	-3%	-1%	4%	0%	-1	-4%	3
COc1cc(NC(=O)NCCN2CCN(c3ccc(Cl)cc3)CC2)ccc1C in the list: -38	-5%	-82*	-36%	2%	-5%	-11%	2	-2%	14

Rows are unselected (roughly 2% active in at least one column).
